# Shn3 inh set2: Schnurri-3 reporter inhibition in Clone20 osteoblasts; Clone20 osteoblast Shn3 3'UTR firefly luciferase, 24 h; inhibition, % at 12.5 µM; 360,000 tested, 0.52% active; AID 588674;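 active = mean inhibition of at least 75% with every replicate also reaching 75%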;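 note: 0% = median of neutral control wells and 100% = pilot-screen positive control compound; some compounds past the cut are filed as inactive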
# NR2E3 ag-1: NR2E3 (human) agonism; Q9Y5X4; GST-NR2E3/biotin-RetCOR TR-FRET, 1536-well; inhibition of corepressor binding, % at 4.78 µM; 320,000 tested, 0.12% active; AID 2300;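 active = percent inhibition above the cutoff of mean plus 3 SD of all tested compounds, set per screening campaign, cut at about 20% in these data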;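 note: 0% = DMSO wells and 100% = biotin wells as full block of FRET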
# Target sequence (Q9Y5X4 whole entry, looked up): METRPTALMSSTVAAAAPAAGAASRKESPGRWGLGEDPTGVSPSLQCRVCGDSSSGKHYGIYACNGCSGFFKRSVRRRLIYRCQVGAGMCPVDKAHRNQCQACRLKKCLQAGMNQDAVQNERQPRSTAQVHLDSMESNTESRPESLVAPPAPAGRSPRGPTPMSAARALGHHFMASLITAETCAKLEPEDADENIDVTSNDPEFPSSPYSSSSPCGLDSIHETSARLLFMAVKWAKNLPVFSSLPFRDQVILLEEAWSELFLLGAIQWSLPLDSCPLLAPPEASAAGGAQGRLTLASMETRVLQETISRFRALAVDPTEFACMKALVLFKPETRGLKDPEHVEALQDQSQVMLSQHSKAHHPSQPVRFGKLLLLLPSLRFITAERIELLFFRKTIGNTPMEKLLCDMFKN
#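 Material – GST-tagged NR2E3 plus biotinylated RetCOR corepressor · Quantity – NR2E3 fusion 1.35 nM · Times – 5 h incubation at 4 °C · Medium – pH 7.5 Tris-based buffer · Technique – TR-FRET, Eu(K)-anti-GST donor, streptavidin-D2 acceptor, ex 340, em 617/671 nm · Benchmarks – high control biotin, low control 0.6% DMSO · Format – 1536-well plates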
# Cardio protect: modulators protecting cardiomyocytes from myocardial damage. H9c2 cardiomyocytes, H2O2 injury protection, ATPLite, 2 h. protection from H2O2 cell death, % at 20 µM. 360,000 tested, 0.63% active. AID 588492;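 active = compounds giving at least 50% protection of heart cells from peroxide-induced death in the single-dose screen, raw or plate-pattern-corrected value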;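 note: 0% = DMSO wells with peroxide and 100% = DMSO wells without peroxide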
# Peg3 promoter: Peg3 promoter activity inhibition | HeLa PEG-Prom luciferase reporter, luminescence, overnight | inhibition, % at 20 µM | 360,000 tested, 1.7% active;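 active = inhibition of at least 50% at 20 µM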
# iPSC survival up: enhancers of human iPSC single-cell survival | hiPSC single-cell survival, ATPlite luminescence; 100% = ROCK inhibitor wells, 0% = DMSO | survival enhancement, % at 20 µM | 360,000 tested, 0.044% active | AID 602274; in the data active = survival enhancement above about 18%;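 note: cells exposed to compounds for 16 hours before the ATP read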
# MITF TRPM1 inh: MITF TRPM1 promoter inhibition in SK-MEL-5 cells | SK-MEL-5 TRPM1 promoter luciferase, 24 h | 330,000 tested, 0.83% active | inhibition, % at 12.5 µM;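 active = mean inhibition across replicates of 60% or more, whatever share of single replicates reaches that level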; note: values of inactives mirror those of a sister screen read the other way
# HIF-2a inh: HIF-2a inhibition; 786-0 RCC cells HIF-2a reporter, luciferase luminescence, overnight; inhibition, % at 18.8 µM; 360,000 tested, 0.72% active;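 active = inhibition of the luminescence signal of 40% or more relative to plate controls, in a single-dose primary screen at 18.75 µM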
# PDI inh: PDI (human) enzyme inhibition | PDI insulin aggregation turbidity, A650, 90 min | inhibition, % at 10 µM | 350,000 tested, 0.052% active;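 active = mean inhibition across replicates of 30% or more, whatever share of single replicates reach that level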;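 note: absorbance from insulin aggregation driven by PDI reduction with DTT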
# Target sequence (P07237 whole entry, looked up): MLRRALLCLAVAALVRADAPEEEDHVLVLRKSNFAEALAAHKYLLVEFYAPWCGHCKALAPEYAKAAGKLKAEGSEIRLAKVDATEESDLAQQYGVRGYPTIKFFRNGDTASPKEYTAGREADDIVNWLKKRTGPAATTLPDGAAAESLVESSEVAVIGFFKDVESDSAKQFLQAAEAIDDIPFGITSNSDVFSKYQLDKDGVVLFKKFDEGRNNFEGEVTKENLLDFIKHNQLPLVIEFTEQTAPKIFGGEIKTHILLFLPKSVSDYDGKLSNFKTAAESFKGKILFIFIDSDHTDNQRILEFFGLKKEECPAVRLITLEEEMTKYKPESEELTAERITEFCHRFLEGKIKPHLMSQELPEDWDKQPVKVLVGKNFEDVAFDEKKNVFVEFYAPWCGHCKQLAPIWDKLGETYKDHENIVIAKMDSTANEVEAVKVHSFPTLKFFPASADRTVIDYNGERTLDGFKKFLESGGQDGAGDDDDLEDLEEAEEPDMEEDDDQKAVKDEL
# NR2E3 ag-2: activates human NR2E3 receptor | inhibition of corepressor binding, % at 3.98 µM | AID 602229 | 360,000 tested, 0.35% active | CHO-S Gal4-NCOR/VP16-NR2E3 two-hybrid, luciferase | Q9Y5X4;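 active = inhibition above the mean of all tested compounds plus 3 SD, cut at about 70% in these data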;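 note: 0% = DMSO with NR2E3 transfected cells and 100% = cells lacking NR2E3 construct; higher means lower luciferase signal from less NR2E3 corepressor binding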
# m5-HT2A agonist: activates the mouse 5-HT2A serotonin receptor; CHO-K1 mHTR2A beta-arrestin complementation, luminescence; percent of 30 µM serotonin response; AID 624169; P35363; 360,000 tested, 0.66% active; activation, % at 7.6 µM;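 active = activation above a run cutoff, the mean activation of all tested compounds plus 3 SD, cut at about 14% in these data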;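 note: 0% = plate median of compound wells and 100% = 30 µM serotonin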
# CaV13 FRET inh: Primary screen for inhibitors of IQ motif and Ca2+-dependent inactivation inhibitor domain binding in CACNA1D, Förster resonance energy transfer in living cells, …; HEK cells, CFP/YFP FRET ICDI-IQ, plate reader, 10 min; percent FRET-ratio fall versus neutral wells; inhibition, % at 12.3 µM; 340,000 tested, 0.098% active; AID 743397;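 active = mean replicate inhibition of at least 30% and at least 1% of replicates passing that level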;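 note: 0% = median of the neutral control wells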
# Starred values were filed as active, the others as inactive; nt = no result given.
SMILES,Shn3 inh set2,NR2E3 ag-1,Cardio protect,Peg3 promoter,iPSC survival up,MITF TRPM1 inh,HIF-2a inh,PDI inh,NR2E3 ag-2,m5-HT2A agonist,CaV13 FRET inh
c1cc2nnnn2nc1N1CCCCCC1,-13,-1,-2,0,-3.4,-8,-2,-9,4,1,-5
O=C(CSC1=NCCS1)NC(NC(=O)CSC1=NCCS1)c1ccccc1,-8,4,-5,4,0.2,4,20,0,15,-2,-6
COc1ccc(CCNC(=O)CSc2nc3c(c(=O)n(C)c(=O)n3C)n2C(C)C)cc1OC,13,8,-1,15,4.6,12,1,-3,2,1,-7
COc1cc(OC)cc(C(=O)NC2CCCCCCC2)c1,-1,-1,8,-16,-0.6,-4,-14,8,-22,-1,-4
O=C(/C=C/c1ccc2c(c1)OCO2)c1ccccn1,nt,-2,2,-199,-0.8,-57,-162,3,-22,-7,-22
CCOc1ccc(NC(=S)NNC(=O)c2ccc(Br)cc2)cc1,12,2,-2,-17,-1.1,3,-18,9,0,-4,4
CCOCCCNC(=O)C1CCN(Cc2cccc(OCc3ccccc3)c2)CC1,-5,2,-3,1,0.3,-1,-1,4,-5,-5,-20
CC(Cc1ccco1)NC(=O)c1cccc(S(=O)(=O)N(C)C)c1 (stereo not drawn),-69,1,0,-164,-0.4,-64,-132,2,-70,0,-7
O=C(c1cccs1)N(Cc1cc2ccccc2[nH]c1=O)c1ccccc1,30,-6,-2,-39,-0.8,-1,-45,-15,-35,-1,-9
CCn1cc(C(=O)N[C@@H](CCSC)C(=O)NCCCn2ccnc2)c(=O)c2cc3c(cc21)OCO3,11,0,0,-11,-0.4,-4,9,-4,1,1,-7
COc1ccc(-n2nc(C(=O)NCC(=O)N3CCN(c4ccccc4F)CC3)c3ccccc3c2=O)cc1OC,-59,2,-4,-112,-0.6,-72,-77,-7,0,-1,-3
CS(=O)(=O)Nc1ccc(C2=NN(S(C)(=O)=O)C(c3cccs3)C2)cc1 (stereo not drawn),-32,1,-9,-43,-1.7,-25,-94,3,-36,-2,-3

# 10 structures already listed, sorted by SMILES length, low to high:
SMILES,Shn3 inh set2,NR2E3 ag-1,Cardio protect,Peg3 promoter,iPSC survival up,MITF TRPM1 inh,HIF-2a inh,PDI inh,NR2E3 ag-2,m5-HT2A agonist,CaV13 FRET inh
c1cc2nnnn2nc1N1CCCCCC1,-13,-1,-2,0,-3.4,-8,-2,-9,4,1,-5
COc1cc(OC)cc(C(=O)NC2CCCCCCC2)c1,-1,-1,8,-16,-0.6,-4,-14,8,-22,-1,-4
O=C(/C=C/c1ccc2c(c1)OCO2)c1ccccn1,nt,-2,2,-199,-0.8,-57,-162,3,-22,-7,-22
CCOc1ccc(NC(=S)NNC(=O)c2ccc(Br)cc2)cc1,12,2,-2,-17,-1.1,3,-18,9,0,-4,4
CC(Cc1ccco1)NC(=O)c1cccc(S(=O)(=O)N(C)C)c1 (stereo not drawn),-69,1,0,-164,-0.4,-64,-132,2,-70,0,-7
CCOCCCNC(=O)C1CCN(Cc2cccc(OCc3ccccc3)c2)CC1,-5,2,-3,1,0.3,-1,-1,4,-5,-5,-20
CS(=O)(=O)Nc1ccc(C2=NN(S(C)(=O)=O)C(c3cccs3)C2)cc1 (stereo not drawn),-32,1,-9,-43,-1.7,-25,-94,3,-36,-2,-3
COc1ccc(CCNC(=O)CSc2nc3c(c(=O)n(C)c(=O)n3C)n2C(C)C)cc1OC,13,8,-1,15,4.6,12,1,-3,2,1,-7
CCn1cc(C(=O)N[C@@H](CCSC)C(=O)NCCCn2ccnc2)c(=O)c2cc3c(cc21)OCO3,11,0,0,-11,-0.4,-4,9,-4,1,1,-7
COc1ccc(-n2nc(C(=O)NCC(=O)N3CCN(c4ccccc4F)CC3)c3ccccc3c2=O)cc1OC,-59,2,-4,-112,-0.6,-72,-77,-7,0,-1,-3

# (cont.)
SMILES,Shn3 inh set2,NR2E3 ag-1,Cardio protect,Peg3 promoter,iPSC survival up,MITF TRPM1 inh,HIF-2a inh,PDI inh,NR2E3 ag-2,m5-HT2A agonist,CaV13 FRET inh
COc1ccc(N(CC(=O)Nc2c(C)cccc2C)S(=O)(=O)c2ccccc2[N+](=O)[O-])c(OC)c1,-1,1,1,5,-0.7,8,12,3,-15,1,-7
N#Cc1ccc(C(=O)N/N=C/c2cn(CC(=O)O)c3ccccc23)c(F)c1,-10,0,0,9,-0.6,10,6,-1,-23,-1,-5
COc1ccccc1S(=O)Cc1ccc(C(=O)NCc2ccccc2Cl)o1 (stereo not drawn),-34,3,2,4,-1.5,-1,-7,-3,-44,4,-4
Cc1n[nH]c(=O)nc1N1CCc2ccccc2C1,5,0,-3,-4,-0.2,-6,13,4,-11,-2,nt
O=C(Cn1c(=O)oc2ccccc21)Nc1ccc(F)cc1,6,2,-2,0,-0.3,4,10,-5,12,-1,-3
CC(=O)Nc1cccc(NS(=O)(=O)c2ccc3c(c2)CCC(=O)N3)c1,7,nt,-2,8,-3.6,nt,13,0,-1,-2,-5
Cc1ccccc1NC(=O)Cc1nc(COC(=O)CC(C)c2ccccc2)cs1 (stereo not drawn),3,nt,-2,-4,-0.4,2,-6,-6,2,-4,-6
CN(C)CC(=O)c1ccc(-c2ccccc2)cc1,-21,-5,3,4,1.0,-7,29,17,-4,-4,-3
CCC(C(=O)NCc1cccnc1)n1nc(C)n2c(cc3occc32)c1=O (stereo not drawn),-14,1,3,-7,-0.5,-9,9,14,-12,7,-2
O=C(Nc1ccc(Cl)cc1)Nc1cccc2nsnc12,-35,0,-20,-114,-0.5,-19,-309,-7,-138,6,-13
Cc1ccccc1SCc1noc(C(=O)NCC2CCCO2)c1C(=O)O (stereo not drawn),-27,1,3,6,-0.7,-13,0,8,-59,2,-10
CCCCCCCn1ccc(O)c(CC(=O)OC)c1=O,2,0,6,12,-0.6,-8,15,-3,-17,3,11
COc1ccc(N2CCN(C(CNC(=O)C(=O)NCc3cccs3)c3ccco3)CC2)cc1 (stereo not drawn),-9,2,-1,6,0.2,-2,8,-1,-23,1,-2
COc1ccc(C(CNC(=O)c2ccc(NS(=O)(=O)c3ccc4c(c3)OCCO4)cc2)N(C)C)cc1 (stereo not drawn),14,0,4,-21,-0.1,-8,-6,-5,4,-6,-5
CC(C)CNC(=O)c1cc(S(=O)(=O)N2CCOCC2)ccc1N1CCCC1,6,-2,2,-7,0.6,-2,11,-3,-3,8,-8
COc1ccc(C2CC(c3ccc(C)cc3)=NN2C(=O)CCC(=O)O)cc1OC (stereo not drawn),-1,3,0,4,-0.3,3,12,2,21,-8,0
O=S(=O)(Nc1nc2ccccc2nc1N1CCN(c2ccccc2)CC1)c1ccc(F)cc1,-2,5,-10,35,-0.1,6,7,-16,25,4,-4
Cc1ccc(/C=N/NC(=O)CSc2nc3ccccc3c(=O)n2-c2ccccc2C)s1,35,-1,-2,51*,1.4,7,11,-8,-5,3,-8
CCc1cccc(C)c1Nc1nc2ccccc2n2cnnc12,0,1,-3,18,0.1,14,18,1,-33,-4,-21
CSC1=C(C#N)C(c2ccc(C)cc2)C2=C(CCCC2=O)N1 (stereo not drawn),10,1,3,7,-2.4,5,22,4,-9,-3,nt
Cc1cccc(NC(=O)c2cc(NC(=O)C3CCCCC3C(=O)O)ccc2N2CCCCC2)c1 (stereo not drawn),-3,1,0,15,0.0,7,8,6,-15,-2,-4
CNC(=O)c1ccsc1NC(=O)c1ccc(Cl)s1,-42,5,7,-92,-0.9,nt,-102,1,-39,0,-6
CC(C)[C@H](NC(=O)[C@H](Cc1ccccc1)n1c(=O)[nH]c2ccccc2c1=O)C(=O)N[C@@H](Cc1ccccc1)C(=O)O,2,-2,-1,10,-0.9,0,6,nt,-20,-1,nt
COc1ccc(NC(=O)CSc2nnnn2C)cc1,-14,5,6,1,-0.2,-2,9,1,-14,1,-7
COc1ccc(CN2C(=O)CCC2(C)c2nnnn2Cc2ccccc2)cc1OC (stereo not drawn),nt,nt,nt,nt,1.0,nt,11,nt,-15,4,-9
Cc1cc(O)c(/C=N/Nc2ccc(Cl)cc2)c(=O)o1,9,-2,-21,-27,0.2,-12,-25,2,17,-1,0
Cc1[nH]c2ccccc2c1C(c1ccccn1)c1c(C)[nH]c2ccccc12,-9,6,-4,28,1.7,-4,33,-6,-2,2,-6
COc1ccccc1-c1cnc(C(O)c2cccc(C)c2C)[nH]1 (stereo not drawn),3,nt,0,13,0.7,nt,14,6,4,-2,-5
O=C(c1ccc2nccnc2c1)N1CCCC(N2CCN(c3ccc(F)cc3)CC2)C1 (stereo not drawn),-4,4,6,22,0.7,-3,1,-5,-27,-9,-3
CCCOC(=O)c1ccc(NC(=O)c2cc(=O)[nH]c3ccccc23)cc1,6,3,0,-20,-0.2,5,-2,-2,10,-4,-2
Cc1ccccc1C(=O)NC1CCN(CC(=O)NCc2ccc(F)cc2)CC1,12,-7,-6,9,2.4,-1,4,1,10,-3,3
COC(=O)c1ccccc1C(=O)N1CCCC(CCC(=O)NCc2ccc(F)c(F)c2)C1 (stereo not drawn),1,4,1,-11,4.7,-3,-41,0,-21,-2,-1
CC(=O)N1CCc2cc(S(=O)(=O)NCCC(=O)NCCc3ccccc3)ccc21,9,-3,-7,17,3.0,-5,6,5,1,-4,nt
O=C(Nc1ccc(Cl)c(C(F)(F)F)c1)[C@@H]1CC=C[C@@H]2CCN(Cc3ccccc3)C(=O)[C@@H]21,7,3,-19,10,-1.4,-1,8,0,-5,2,-10
CCN(CC(=O)Nc1ccc2c(c1)OCCO2)Cc1cc(=O)n2ccsc2n1,-2,2,9,26,-0.2,-6,-19,2,2,1,-2
CCN(CC)C1CCN(C(=O)CCc2nnc(CCCCc3ccccc3)o2)C1 (stereo not drawn),21,2,1,14,-0.1,2,10,-4,-16,4,-4
CCC(NS(=O)(=O)c1ccc(C)cc1)C(=O)N1CCN(c2ccccn2)CC1 (stereo not drawn),-3,1,20,-3,-0.7,-7,5,nt,-16,-2,-2

# Assay outcomes (PubChem BioAssay)
